From PubChem
DRD3 antagonist: D3 dopamine receptor (human) antagonism; P35462; D3R cells, DiscoveRx beta-arrestin luminescence, antagonist mode; stronger effect = lower value; max response, negative = inhibition, %; hit rate 2.5% among 360,000; AID 652054; in the data active = max response below about -50%; inconclusive = no clear call, values can overlap the other calls; note: % is set by controls: 0 for no effect and ±100 for the full control effect; mostly tested at two doses, the higher about 12 µM
Target sequence (P35462 whole entry, looked up): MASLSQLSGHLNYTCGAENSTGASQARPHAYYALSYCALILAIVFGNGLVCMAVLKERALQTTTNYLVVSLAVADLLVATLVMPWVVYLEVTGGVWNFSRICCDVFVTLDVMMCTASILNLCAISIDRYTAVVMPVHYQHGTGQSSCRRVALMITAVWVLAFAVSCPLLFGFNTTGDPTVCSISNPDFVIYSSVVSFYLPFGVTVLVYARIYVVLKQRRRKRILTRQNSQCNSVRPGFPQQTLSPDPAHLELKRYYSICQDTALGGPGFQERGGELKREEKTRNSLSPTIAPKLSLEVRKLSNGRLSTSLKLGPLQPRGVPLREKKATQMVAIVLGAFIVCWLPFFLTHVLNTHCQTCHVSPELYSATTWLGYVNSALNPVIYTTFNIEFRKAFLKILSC
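Cells expressing the human receptor were seeded at 1500 cells/well, incubated overnight at 37 degrees C in 5% CO2, then exposed to library compounds with dopamine controls for 90 minutes at 37 degrees C before luminescent detection.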
Mm-Cpn inhibitor: M. maripaludis TRiC chaperonin inhibition. purified Mm-Cpn ATPase, ADP Transcreener TR-FRET. Potency, µM (top dose mostly 76.9 µM), without a hit: top-dose activity, negative = inhibition, usual class: inhibitors. hit rate 0.031% among 330,000. AID 504842; note: potency is the fitted concentration of half-maximal effect; % is set by controls: 0 for no effect and ±100 for the full control effect; nearly all actives have a fitted effect of over 80% in size
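Reaction buffer contained 30 mM Tris pH 7.4, 100 mM KCl, 5 mM MgCl2 and 1 mM DTT. Mm-CPN (25 nM final) hydrolysed 10 uM ATP over 30 min at 37°C; ADP was read by HTRF.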
Akt phos inh: blocks phosphorylation of Akt | activity change, % for hits at 50 µM | Neuro2A IGF-stimulated pAkt S473 HTRF, 20 min; stronger effect = lower value | hit rate 0.32% among 360,000 | AID 651550; in the data active = activity change below about -80%; inconclusive = mostly about -51% to -80%; note: % is set by controls: 0 for no effect and ±100 for the full control effect
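Single-point screen (50 µM final compound) in Neuro2A cells stimulated 20 min with 6 nM IGF at 37 deg C. After lysis, Ser473-phosphorylated Akt read by HTRF (ex 330 nm, em 615/665 nm) as the 665/615 ratio.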
EPAC2 agonist: agonists of human EPAC2 (RAPGEF4); Q8WZA2; EPAC2 activation, biochemical qHTS; response scale: 100% = 6.5 mM cAMP response; Potency, µM (series often up to 154 µM), inactives show at the top dose activation, most hits filed as activators; hit rate 0.079% among 360,000; AID 720711; note: potency is the fitted concentration of half-maximal effect; nearly all actives have a fitted effect of over 50% in size
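qHTS, titration series. 100 nM EPAC2 / 250 nM Rap1B-BODIPY-GDP / 50 uM GDP; RT; ex 480/em 540 nm, 5-min reads to 30 min. Norm. to 6.5 mM cAMP = activation.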
D3 ag: D3 dopamine receptor (human) agonism | P35462 | D3R DiscoveRx beta-arrestin cells, luminescence, 90 min | max activation, % | hit rate 0.58% among 410,000 | AID 652048; in the data active = max activation above about 30%; note: 0% is about no effect; mostly tested at two doses, the higher about 12 µM
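Cells at 1500/well, incubated overnight, then treated with pinned compounds (dopamine as control) for 90 min at 37 degrees C. DiscoveRx reagent added for 30 - 60 minutes at room temperature; luminescence read.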
CCT modulator: cytosolic chaperonin activity modulation | purified chaperonin ATPase assay, HTRF ADP detection, 30 min | hit rate 0.3% among 360,000 | activity change, % (no concentration beside the values), hits read low; in the data active = activity change below about -30%; note: % is set by controls: 0 for no effect and ±100 for the full control effect
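TRiC at 40 or 20 nM final (batch-dependent) in 30 mM Tris pH 7.4, 100 mM KCl, 5 mM MgCl2, 1 mM DTT, with compound at single 76 uM and 10 uM ATP, 30 min at 37 deg C. ADP detected by HTRF Transcreener, 665/615 ratio.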
EPAC2 antag: antagonists of human EPAC2; Q8WZA2; EPAC2 GEF exchange of Rap1B-BODIPY-GDP, fluorescence; Potency, µM (top dose mostly 114 µM), inactives show at the highest dose activity, negative = inhibition, hits mostly inhibitors; hit rate 0.18% among 360,000; AID 720708; note: potency is the fitted concentration of half-maximal effect; % is set by controls: 0 for no effect and ±100 for the full control effect; nearly all actives have a fitted effect of over 45% in size; many of its hits are not listed in these tables
PTHR1 agonist: PTHR1 (human) receptor agonism; Q03431; HEK293 GP2 PTHR1 cells, GloSensor cAMP luminescence, 1 h; Potency, µM (series often up to 115 µM), for inactives: top-dose activation, usual class: activators; hit rate 0.075% among 410,000; AID 743266; note: potency is the fitted concentration of half-maximal effect; nearly all actives have a fitted effect of over 55% in size; some results filed as inactive show a strong effect at the top dose; inactives centre near -15; many of its hits are not listed in these tables
Target sequence (Q03431 whole entry, looked up): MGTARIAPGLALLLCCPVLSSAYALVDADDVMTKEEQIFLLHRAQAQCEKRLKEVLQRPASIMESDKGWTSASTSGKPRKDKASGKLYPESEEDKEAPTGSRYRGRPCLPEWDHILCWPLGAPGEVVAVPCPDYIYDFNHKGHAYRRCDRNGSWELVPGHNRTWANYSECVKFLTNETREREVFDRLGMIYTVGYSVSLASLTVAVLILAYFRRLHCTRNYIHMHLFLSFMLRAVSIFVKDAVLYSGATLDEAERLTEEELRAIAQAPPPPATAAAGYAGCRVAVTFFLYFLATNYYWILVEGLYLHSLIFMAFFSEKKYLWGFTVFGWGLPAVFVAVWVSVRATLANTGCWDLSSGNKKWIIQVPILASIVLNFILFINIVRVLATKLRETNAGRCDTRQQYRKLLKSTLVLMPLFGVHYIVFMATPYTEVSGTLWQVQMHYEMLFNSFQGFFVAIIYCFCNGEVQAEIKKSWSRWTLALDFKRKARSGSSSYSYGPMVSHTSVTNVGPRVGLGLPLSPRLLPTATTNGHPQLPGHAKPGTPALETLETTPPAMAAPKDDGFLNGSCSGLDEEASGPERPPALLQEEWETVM
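HEK-293-derived GP2 cells expressing PTHR1 and a GloSensor cAMP reporter, 3,000/well, plated overnight, given luciferin plus IBMX (each 0.5 mM as added) for 1 h at 37 °C, then compound for 1 h at 37 °C. Luminescence was read after 15 min at room temperature.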
Starred values were filed as active, the others as inactive; [ ] = another dose, or the depositor's remark. Unless noted, calls come from the whole dose curve; as a rule, active = well fitted curve in the direction sought with a large enough effect; inconclusive = small, poorly fitted or top-dose-only effect, or another doubt; inactive = no such curve, though single readings can be large; an effect the other way counts as inactive or inconclusive. This is a subset. The share of hits here may be higher or lower than overall.

Screening COc1ccc(-c2c(-c3ccccc3OC)sc3ccccc23)cc1 returned DRD3 antagonist 5.5, Mm-Cpn inhibitor 14.1µM*, Akt phos inh inactive, EPAC2 agonist 2.7%, D3 ag -28.5, CCT modulator -1.5, EPAC2 antag inconclusive and PTHR1 agonist -37.4%[inhibitor].
`Cc1ncc(CN2CCN(CCC(C)C)C(CCO)C2)s1` (stereo not drawn) gave DRD3 antagonist -7.7, Mm-Cpn inhibitor -1.0%, Akt phos inh inactive, EPAC2 agonist 0.2%, D3 ag -1.6, CCT modulator 0.2, EPAC2 antag -1.4% and PTHR1 agonist -23.1%.
CC1(C)Oc2ccc3ccc(=O)oc3c2/C(=C/NNC(N)=O)C1=O was read as DRD3 antagonist -111.5*, Mm-Cpn inhibitor -3.5%, Akt phos inh inactive, EPAC2 agonist 0.1%, D3 ag -35.2, CCT modulator -0.1, EPAC2 antag 3.3% and PTHR1 agonist inactive.
For CCc1ccc(OCCCC(=O)O)c(Br)c1 the results were DRD3 antagonist -20.3, Mm-Cpn inhibitor 1.1%, Akt phos inh inactive, EPAC2 agonist -1.6%, D3 ag -0.2, CCT modulator 3.2, EPAC2 antag 9.3% and PTHR1 agonist -8.7%[57.5 µM].
For O=C(NCCCn1ccnc1)C1CCN(S(=O)(=O)c2ccc(F)cc2)CC1 the results were DRD3 antagonist -6.6, Mm-Cpn inhibitor 1.2%, Akt phos inh inactive, EPAC2 agonist 9.8%, D3 ag -6.8, CCT modulator 0.4, EPAC2 antag 0.2% and PTHR1 agonist inactive.
CSc1sccc1/C=N/O was read as DRD3 antagonist -55.0*, Mm-Cpn inhibitor -1.3%, Akt phos inh inactive, EPAC2 agonist -1.6%, D3 ag 13.9, CCT modulator -1.3, EPAC2 antag 7.5% and PTHR1 agonist inactive.
Cc1ccc(S(=O)(=O)c2nc(S(C)(=O)=O)sc2N2CCC(O)CC2)cc1 was read as DRD3 antagonist -6.7, Mm-Cpn inhibitor 0.4%, Akt phos inh inactive, EPAC2 agonist -3.8%, D3 ag 0.8, CCT modulator 0.3, EPAC2 antag 3.3% and PTHR1 agonist inactive.
For CN(Cc1ccccc1)C(=O)COC(=O)c1ccccc1SCC(=O)N1CCCC1 the results were DRD3 antagonist -0.7, Mm-Cpn inhibitor -1.8%, Akt phos inh inactive, EPAC2 agonist 3.7%, D3 ag 3.9, CCT modulator -1.9, EPAC2 antag -0.7% and PTHR1 agonist -35.4%[inhibitor].
`O=C(COc1ccccc1)N1CCc2ccccc2C1` gave DRD3 antagonist -22.9, Mm-Cpn inhibitor 1.4%, Akt phos inh inactive, EPAC2 agonist -7.4%, D3 ag -1.1, CCT modulator -1.3, EPAC2 antag 1.8% and PTHR1 agonist -24.7%.
`CCOC(=O)C1Cn2c(nc3c(c2=O)C2(CCCC2)Cc2ccccc2-3)S1` (stereo not drawn) gave DRD3 antagonist -21.3, Mm-Cpn inhibitor -0.9%, Akt phos inh inactive, EPAC2 agonist 21.6%, D3 ag -2.8, CCT modulator -1.9, EPAC2 antag -3.5% and PTHR1 agonist -10.8%[57.5 µM].
`CCC(=O)Nc1cc(C(=O)O)ccc1Sc1ccc(Cl)cc1` gave DRD3 antagonist -17.7, Mm-Cpn inhibitor 0.5%, Akt phos inh inactive, EPAC2 agonist 1.1%, D3 ag 7.0, CCT modulator -0.4, EPAC2 antag -23.7% and PTHR1 agonist 29.9%.
COc1ccc(OC)c(NC(=O)Cn2cc(C#N)c3cc(Br)ccc32)c1 was read as DRD3 antagonist 1.2, Mm-Cpn inhibitor 0.8%, Akt phos inh inactive, EPAC2 agonist 5.5%, D3 ag -8.3, CCT modulator 1.3, EPAC2 antag 2.2% and PTHR1 agonist -14.5%.
`COc1ccccc1NC(=O)/C(=C/c1cccs1)NC(=O)c1ccco1` gave DRD3 antagonist -2.0, Mm-Cpn inhibitor -2.4%, Akt phos inh inactive, EPAC2 agonist 14.0%, D3 ag -2.6, CCT modulator 1.6, EPAC2 antag -3.2% and PTHR1 agonist 4.7%.
Screening Fc1cc(F)cc(Nc2nc(Cl)nc(NC3CCCC3)n2)c1 returned Mm-Cpn inhibitor 1.0%, EPAC2 agonist 5.2%, EPAC2 antag -2.4% and PTHR1 agonist -93.0%[inhibitor].
Screening Cc1cnc([N+](=O)[O-])n1CCOC(=O)NC(=O)c1cccc(F)c1 returned DRD3 antagonist 2.6, Mm-Cpn inhibitor 1.7%, Akt phos inh inactive, EPAC2 agonist 11.2%, D3 ag -12.5, CCT modulator -0.6, EPAC2 antag 6.4% and PTHR1 agonist -3.4%.
For O=C(O)c1cccc(N2C(=O)CSC2=S)c1 the results were DRD3 antagonist 0.0, Mm-Cpn inhibitor -1.1%, Akt phos inh inactive, EPAC2 agonist 10.5%, D3 ag 1.1, CCT modulator -1.0, EPAC2 antag 1.4% and PTHR1 agonist inactive.
Screening Cn1cccc2[nH]c(=O)nc1-2 returned DRD3 antagonist -16.2, Mm-Cpn inhibitor 0.8%, Akt phos inh inactive, EPAC2 agonist 5.9%, D3 ag 4.9, CCT modulator -1.1, EPAC2 antag 3.3% and PTHR1 agonist inactive.
Cc1nc2scc(C)n2c(=O)c1S(=O)(=O)N1CCN(c2ccccc2)CC1 was read as DRD3 antagonist -1.5, Mm-Cpn inhibitor 2.2%, Akt phos inh inactive, EPAC2 agonist 4.9%, D3 ag -10.3, CCT modulator 1.0, EPAC2 antag -1.6% and PTHR1 agonist -4.8%.
`O=C1OCCN1C(=O)[C@H]1[C@H](c2ccc([N+](=O)[O-])cc2)C(c2ccc(F)cc2)=NN1c1ccc(Br)cc1` gave DRD3 antagonist 22.0, Mm-Cpn inhibitor -1.2%, Akt phos inh inactive, EPAC2 agonist 12.8%, D3 ag -21.1, CCT modulator 0.6, EPAC2 antag 1.3% and PTHR1 agonist inactive.
`Cc1[nH]c(=S)n(CC2CCCO2)c1C` (stereo not drawn) gave DRD3 antagonist -22.1, Mm-Cpn inhibitor 0.0%, Akt phos inh inactive, EPAC2 agonist 3.1%, D3 ag -6.0, CCT modulator -1.5, EPAC2 antag -0.4% and PTHR1 agonist inactive.
`O=C(CSc1nnc2ccc(-c3ccco3)nn12)Nc1ccccc1F` gave DRD3 antagonist -12.7, Mm-Cpn inhibitor -5.0%, Akt phos inh inactive, EPAC2 agonist 1.6%, D3 ag -12.2, CCT modulator -4.1, EPAC2 antag -3.3% and PTHR1 agonist -10.2%.
CC1CN(Cc2nc3c(c(=O)n(C)c(=O)n3C)n2Cc2ccccc2)CC(C)O1 (stereo not drawn) was read as DRD3 antagonist 0.0, Mm-Cpn inhibitor 0.7%, Akt phos inh inactive, EPAC2 agonist 16.8%, D3 ag -4.1, CCT modulator -0.6, EPAC2 antag 7.6% and PTHR1 agonist inactive.
Screening CN(C)S(=O)(=O)c1ccc2oc(SCC(=O)Nc3ccccc3F)nc2c1 returned DRD3 antagonist -3.1, Mm-Cpn inhibitor 1.3%, Akt phos inh inactive, EPAC2 agonist 10.0%, D3 ag 5.7, CCT modulator -3.2, EPAC2 antag 1.9% and PTHR1 agonist 6.7%.
For CC(C)(C)C(=O)Nc1nc2cc3c(cc2s1)OCO3 the results were DRD3 antagonist 37.8, Mm-Cpn inhibitor 0.2%, Akt phos inh inactive, EPAC2 agonist 9.3%, D3 ag 0.3, CCT modulator -1.7, EPAC2 antag 7.6% and PTHR1 agonist -46.7%[inhibitor].
Screening O=C(CN1CCCCC1)Nc1ccc(S(=O)(=O)NC2CCCCC2)cc1 returned DRD3 antagonist -50.6*, Mm-Cpn inhibitor 0.4%, EPAC2 agonist 10.8%, D3 ag -8.5, CCT modulator -1.7, EPAC2 antag -1.8% and PTHR1 agonist inactive.
Screening Cc1cccc(N=C2CSC(=O)N2)c1 returned DRD3 antagonist -5.6, Mm-Cpn inhibitor -2.5%, Akt phos inh inactive, EPAC2 agonist 15.9%, D3 ag 1.9, CCT modulator -3.2, EPAC2 antag -4.0% and PTHR1 agonist -0.4%.
O=C(NCCCCNC(=O)c1cccnc1Cl)c1cccnc1Cl was read as DRD3 antagonist 1.6, Mm-Cpn inhibitor -2.1%, Akt phos inh inactive, EPAC2 agonist 5.9%, D3 ag 0.1, CCT modulator 1.7, EPAC2 antag 11.0% and PTHR1 agonist inactive.
`CC1CCN(C(=S)c2cccc([N+](=O)[O-])c2)CC1` gave DRD3 antagonist -0.6, Mm-Cpn inhibitor 0.5%, Akt phos inh inactive, EPAC2 agonist 4.5%, D3 ag 11.8, CCT modulator -1.6, EPAC2 antag 1.4% and PTHR1 agonist inactive.
CCCCc1nc(SCC(=O)N2CCCC2)c2c(=O)n(C)c(=O)n(C)c2n1 was read as DRD3 antagonist 0.6, Mm-Cpn inhibitor -1.9%, Akt phos inh inactive, EPAC2 agonist 7.5%, D3 ag -9.4, CCT modulator -2.4, EPAC2 antag 1.5% and PTHR1 agonist -54.0%[inhibitor].
Cc1cc(O)ccc1Nc1nc(-c2cccs2)cs1 was read as DRD3 antagonist -3.6, Mm-Cpn inhibitor -7.7%, Akt phos inh inactive, EPAC2 agonist 11.9%, D3 ag -10.4, CCT modulator 0.8, EPAC2 antag -27.8% and PTHR1 agonist -43.7%[inhibitor].
`CCN(C(=O)COC(=O)c1cnc(C)cn1)C1CCCCC1` gave DRD3 antagonist 15.3, Mm-Cpn inhibitor 0.9%, Akt phos inh inactive, EPAC2 agonist -2.0%, D3 ag -0.2, CCT modulator -3.2, EPAC2 antag 1.5% and PTHR1 agonist inactive.
Screening COc1cc(C(=O)N2CCC(NC(=O)C(Cc3ccc(C(C)C)cc3)NC(C)=O)CC2)cc(OC)c1OC (stereo not drawn) returned DRD3 antagonist 13.2, Mm-Cpn inhibitor 1.0%, Akt phos inh inactive, EPAC2 agonist 0.4%, D3 ag -2.3, CCT modulator -0.3, EPAC2 antag 9.8% and PTHR1 agonist inactive.
For CCc1noc(C)c1C(=O)OCC(=O)N(C)c1c(N)n(Cc2ccccc2)c(=O)[nH]c1=O the results were DRD3 antagonist 15.9, Mm-Cpn inhibitor -0.8%, Akt phos inh inactive, EPAC2 agonist -5.5%, D3 ag 1.3, CCT modulator -0.3, EPAC2 antag 4.7% and PTHR1 agonist -2.9%.
